# From PubChem BioAssay
# LANA DNA inh = blocks KSHV LANA C-terminal domain binding to DNA; MBP-C-LANA/FAM-LBS DNA binding, fluorescence polarization; inhibition, % at 9 µM; 340,000 compounds, 0.078% hits; AID 504423;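 active = highest replicate inhibition at or above 60% at 9 µM, even if other replicates fall short; inactive = all replicates below 60% inhibition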;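 also: 0% = neutral control wells and 100% = 4 µM acridine orange control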
# Rtt109 HAT inh = inhibitors of Candida albicans Rtt109/Vps75 histone acetyltransferase; AID 540336; Q5AAJ8; inhibition, % at 34.9 µM; purified Rtt109/Vps75, ThioGlo CoA-SH fluorescence, 4 h; 330,000 compounds, 0.16% hits;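 active = inhibition of at least 50% in every replicate; inconclusive = best replicate reaches 50% inhibition but some replicates fall short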
# PvdQ inh = blocks Pseudomonas aeruginosa PvdQ acylase activity. purified PvdQ acylase, fluorescence plate reader. inhibition, % at 10 µM. 340,000 compounds, 0.063% hits. AID 488965; in the data active = inhibition above about 30%, passing the limit was not always enough; inconclusive = no clear call, values can overlap the other calls;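 also: 0% = vehicle neutral wells and 100% = reference inhibitor wells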
# CDK5 inh = inhibitors of human CDK5/p35 kinase. 330,000 compounds, 0.01% hits. Q00535+Q15078. Recombinant CDK5/p35, ADP-Glo luminescence, 60 min. inhibition, % at 10 µM;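 active = highest replicate inhibition of at least 50% and at least 75% of replicates reaching 50%; inconclusive = only one of the two criteria met; inactive = both criteria failed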;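 also: plate controls were DMSO neutral control for no effect and GW8510 at 10 µM for full effect; many of its hits are not listed in these tables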
# Target sequence (Q00535 whole entry, looked up): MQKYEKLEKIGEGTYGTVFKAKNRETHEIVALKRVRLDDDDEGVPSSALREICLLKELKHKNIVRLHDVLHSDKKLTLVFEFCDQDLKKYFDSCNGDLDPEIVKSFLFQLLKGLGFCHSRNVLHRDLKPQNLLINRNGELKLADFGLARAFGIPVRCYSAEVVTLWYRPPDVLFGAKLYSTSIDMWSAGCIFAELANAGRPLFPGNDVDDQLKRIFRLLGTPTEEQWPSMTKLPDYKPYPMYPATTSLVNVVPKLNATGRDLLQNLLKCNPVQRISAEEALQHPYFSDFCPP
# Target sequence (Q15078 whole entry, looked up): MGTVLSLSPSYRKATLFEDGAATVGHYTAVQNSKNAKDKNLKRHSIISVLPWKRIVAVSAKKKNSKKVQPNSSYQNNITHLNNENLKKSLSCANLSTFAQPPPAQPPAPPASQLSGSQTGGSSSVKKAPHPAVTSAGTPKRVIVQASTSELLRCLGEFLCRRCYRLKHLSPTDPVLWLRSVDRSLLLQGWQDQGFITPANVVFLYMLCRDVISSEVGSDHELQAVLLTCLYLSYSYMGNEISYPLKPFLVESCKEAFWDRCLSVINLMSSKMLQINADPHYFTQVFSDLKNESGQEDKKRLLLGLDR
# RTF Ca sens act = increases calcium sensitivity of human cardiac regulated thin filaments; P19429+P45379; activation, % at 7.2 µM; IANBD-labeled TnC RTF fluorescence at EC20 calcium; 0% EC20 calcium, 100% full calcium; 340,000 compounds, 0.24% hits;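 active = activation above the mean over all tested compounds plus 3 SD, cut at about 30% in these data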;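 also: rise in fluorescence read as greater calcium sensitivity of cardiac thin filaments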
# SUMO Mot1 rescue = blocks SUMOylation pathway, rescuing yeast Mot1-301 growth. S. cerevisiae Mot1-301 growth rescue, ATP luminescence, 38.5C; percent above DMSO median, 100 means doubled. growth rescue, % at 18.8 µM. 320,000 compounds, 1% hits;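 active = every valid replicate shows activation above 250% relative to neutral control wells; inactive = the rest, any valid replicate at or below 250%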;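 also: OY570 slx delta 5 strain wells were the positive control but not used for scaling; some compounds called inactive have numbers as strong as hits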
# dFosB activator = activators of mouse delta FosB homodimer. P13346. activation, % at 25 µM. 340,000 compounds, 0.99% hits. purified delta FosB, TAMRA-CDK5 oligo fluorescence polarization; percent of positive-control signal above neutral wells;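 active = mean activation above about 17%, with every replicate also reaching it, limit read from the data, passing the limit was not always enough; inconclusive = only one of the two conditions met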;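 also: fluorescence polarization rise as delta FosB binds a TAMRA Cdk5 AP-1 oligo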
# Target sequence (P13346 whole entry, looked up): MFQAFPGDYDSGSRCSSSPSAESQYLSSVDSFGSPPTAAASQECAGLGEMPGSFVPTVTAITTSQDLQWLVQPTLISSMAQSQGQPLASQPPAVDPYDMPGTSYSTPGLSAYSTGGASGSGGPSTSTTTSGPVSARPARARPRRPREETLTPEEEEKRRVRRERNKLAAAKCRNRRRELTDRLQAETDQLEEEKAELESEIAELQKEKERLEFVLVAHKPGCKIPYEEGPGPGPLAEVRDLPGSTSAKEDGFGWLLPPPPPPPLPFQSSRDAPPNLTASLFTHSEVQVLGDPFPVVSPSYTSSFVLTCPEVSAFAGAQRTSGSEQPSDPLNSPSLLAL
# Keap1 Nrf2 FP = Keap1-Nrf2 (human) interaction inhibition; Keap1 Kelch-Nrf2 peptide fluorescence polarization, 1536-well; inhibition, % at 9.4 µM; 340,000 compounds, 0.15% hits; in the data active = inhibition above about 12%; inconclusive = no clear call, values can overlap the other calls; inactive = below about 7.3%;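 also: human Keap1 Kelch domain with fluorescein labeled Nrf2 9mer peptide probe; 0% = neutral control wells and 100% = peptide positive control; higher means more block of Keap1 binding to Nrf2 peptide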
# PfHsp90 yeast 2 = inhibits growth of yeast expressing Plasmodium falciparum Hsp90; inhibition, % at 9.4 µM; AID 504621; S. cerevisiae expressing PfHsp90, BacTiter-Glo ATP, 48 h; yeast lacking PDR1 and PDR3 efflux regulators; 310,000 compounds, 0.32% hits;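 active = every replicate shows inhibition above about 80%, whatever the replicate mean, limit read from the data; inconclusive = mean inhibition reaches the set limit but some replicate falls short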;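 also: 0% = DMSO neutral controls and 100% = 20 µM radicicol positive controls; yeast relying on Plasmodium falciparum Hsp90 in place of its own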
# NSD2 inh = NSD2 (human) methyltransferase inhibition; O96028; NSD2 peptide methylation, AlphaScreen, 120 min; inhibition, % at 12.5 µM; 310,000 compounds, 0.54% hits; in the data active = inhibition above about 50%
# RTF Ca sens inh = cardiac RTF calcium desensitization. 340,000 compounds, 0.12% hits. P19429+P45379. inhibition, % at 7.15 µM. IANBD-labeled cardiac RTF, Ca2+ fluorescence;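 active = inhibition above the mean inhibition of all tested compounds plus 3 SD, cut at about 17% in these data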;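 also: assay run at fixed EC70 calcium of 1.6 mM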
# Starred values were filed as active, the others as inactive; ? = inconclusive; nt = not tested or not shown.
structure,LANA DNA inh,Rtt109 HAT inh,PvdQ inh,CDK5 inh,RTF Ca sens act,SUMO Mot1 rescue,dFosB activator,Keap1 Nrf2 FP,PfHsp90 yeast 2,NSD2 inh,RTF Ca sens inh
Cc1cc(C(=O)CN2C(=O)C(=O)N(Cc3ccccc3)C2=O)c(C)n1CC1COc2ccccc2O1 (centres undefined),-1.7,-4,-8,-0.5,-1,13,1,-2,-30,3,4
COc1cc(C(=O)Nc2ccc3c(c2)OCO3)ccc1OCc1c(C)noc1C,0.2,-8,11,0.1,1,3,-3,3,2,0,-5
Cc1c(C(=O)O)[nH]c2c1C(=O)CC(c1ccc(C(C)(C)C)cc1)C2 (centres undefined),2.1,3,-4,-2.0,-10,0,-10,-5,-1,7,2
O=C(c1cc(-c2ccccc2O)on1)N1CCOCC1,0.6,3,-7,-0.1,-8,-4,-8,-1,23,5,-7
COC(=O)C1(C(C[N+](=O)[O-])c2ccco2)C(=O)NCC1c1ccccc1 (centres undefined),0.3,-4,-11,0.9,nt,4,-10,-4,-16,29,nt
O=C1c2ccccc2CC1Sc1nnc(-c2ccccn2)o1 (centres undefined),-1.2,6,-12,-0.8,4,nt,-6,3,-4,0,-48
CCOP(=O)(OCC)c1cccc(P(=O)(c2ccccc2)c2ccccc2)c1O,-0.1,-3,-14,-0.1,-2,-16,-7,-2,7,1,-5
COC(=O)c1ccc(NC(=O)C2CCCN2C(=O)OCc2ccccc2)cc1 (centres undefined),0.6,-6,-3,0.1,2,-1,-5,0,2,-3,-5
CCOCCCn1c(SCC(=O)NCc2ccc3c(c2)OCO3)nc2ccccc2c1=O,0.7,11,1,0.7,-5,-7,-8,3,5,0,4
CCN(C(=O)COC(=O)c1ccccc1SCC(=O)N1CCCC1)C1CCS(=O)(=O)C1 (centres undefined),1.3,-9,-18,-3.0,3,13,0,-2,nt,-1,-3
CC(=O)Nc1ccc(NC(=O)CN(c2cc(Cl)ccc2Cl)S(C)(=O)=O)cc1,-0.1,-4,2,-0.3,2,-5,5,6,-6,5,-2
COC(=O)C(Cc1ccc(O)cc1)NC(=O)CCc1ccco1 (centres undefined),0.6,0,6,3.2,-3,-12,4,-4,-12,-3,-4
CN(Cc1nc2ccccc2c(=O)[nH]1)C(=O)C1CC(=O)N(c2cccc3ccccc23)C1 (centres undefined),-0.4,1,-10,2.3,-2,-4,-8,-12,10,-1,-6
Cc1cc(C)nc(N2CCC(C(=O)NCCc3ccc(Cl)cc3)CC2)n1,1.6,-10,0,-3.2,3,10,-3,-1,-16,0,2
COc1ccc(C(CNC(=O)CCNC(=O)c2ccccc2OC)N2CCCC2)cc1 (centres undefined),-0.2,0,-7,-0.6,-9,-13,-4,0,0,-1,-7
Cn1c(N)c(C(=O)COC(=O)c2ccc(OC(F)F)cc2)c(=O)n(C)c1=O,-0.1,-7,3,-0.5,0,15,-7,-1,nt,3,-3
COc1ccccc1OCCSc1nc(N)cc(N)n1,0.7,nt,-4,-1.7,-1,-13,3,-1,35,nt,3
Cc1c(Cl)c([N+](=O)[O-])nn1CCCC(=O)Nc1cccnc1,0.5,26,4,1.1,-1,-14,7,2,21,0,1
CCn1c(SCC(=O)NNC(=O)c2ccco2)nnc1-c1ccco1,0.1,3,-17,0.1,19,-13,-7,0,-5,0,-5
Cc1ccc(C)c(-n2c(SCC(=O)N3CCCC3)nnc2-c2ccccn2)c1,-0.8,-14,-2,-0.9,-4,-15,-4,-2,-19,0,0
O=C(NCCN1CCN(C(=O)NC2CCCCC2)CC1)NC1CCCCC1,-0.2,20,-9,-0.5,5,109,-5,-2,10,-6,-8
O=C(Oc1ccc2ccc(=O)oc2c1)C1CCCCC1,0.4,-21,3,2.1,0,3,-5,0,3,16,-29
CC1CCN(S(=O)(=O)c2ccc3c(c2)N(CC(=O)NCCCN2CC(C)CC(C)C2)C(=O)CS3)CC1 (centres undefined),-0.1,5,-2,0.0,-2,-23,-11,1,1,4,3
O=C(NC1=NCCS1)C1CC(=O)N(c2ccccc2)C1 (centres undefined),0.7,-2,-11,-0.4,5,-6,9,-4,8,nt,-6
Cn1cc(S(=O)(=O)N2CCC3(CC2)OCCO3)c(=O)n(C)c1=O,-1.0,4,-10,0.2,-2,-16,1,0,-3,nt,-1
Cc1ccc(NC(=O)CCN2C(=O)c3ccccc3C2=O)c(C)c1,0.8,-2,-9,0.4,0,23,?,-4,-20,-2,-1
FC(F)(F)c1cc(-c2ccco2)nc(-n2cnc3ccccc32)n1,-0.4,-13,-8,-2.4,-6,14,3,-6,-15,-1,-5
CC(C)(C)C(=O)Nc1nnc(CCc2ccccc2)s1,2.4,-4,-5,0.4,-2,-3,-8,6,-4,-2,-7
CCCN(CC(=O)Nc1ccccc1C)C(=O)CSc1ccccc1C,-0.5,9,6,1.6,-3,-8,-4,0,15,-6,-3
COc1ccc(CCNC(=O)c2ccc(S(=O)(=O)N3CCCCC3)cc2)cc1,1.4,-6,-3,0.9,1,nt,4,-1,-14,11,-10
O=C(Nc1cccc(-c2cnc3ccccc3n2)c1)C1CC(=O)N(c2ccccc2)C1 (centres undefined),-0.5,2,-11,-1.6,2,1,-36,-1,24,-1,5
O=C(Nc1cccc(C(=O)N2CCOCC2)c1)c1ccccc1Cl,0.6,0,7,-1.1,-3,0,4,-3,-12,16,3
Cc1c(NC(=O)COc2ccc3ccc(=O)oc3c2)c(=O)n(-c2ccccc2)n1C,-0.6,-56,10,0.5,4,-13,-3,-3,1,2,-6
CCS(=O)(=O)N1CCN(C(=O)C(c2ccccc2)c2ccccc2)CC1,-1.8,nt,-9,0.0,0,12,-7,2,nt,-1,-6
C=CCn1cc(-c2ccc(Cl)cc2)cc(C#N)c1=O,0.2,9,18,-0.5,-6,nt,3,3,4,-11,4
O=C(NC1CCCC1)C(c1ccncc1)N(C(=O)c1csnn1)c1ccc(F)c(Cl)c1 (centres undefined),0.3,4,-15,-1.8,0,-13,1,2,2,8,-54
CC(C)CCn1c(=O)c2ccccc2n2c(CN3CCCC3)nnc12,-0.7,2,-11,-1.0,2,-10,-4,-4,-12,1,1
COc1cccc(N2CCN(S(=O)(=O)c3cccc4nsnc34)CC2)c1,-0.2,-5,-6,0.7,-4,-21,-6,0,-28,0,-19
Cc1cc(=O)nc2c3ccccc3n(C(C)C(=O)Nc3cc(F)ccc3F)n12 (centres undefined),-0.7,-2,-5,1.2,-4,4,-11,3,-8,1,-7
COc1cccc(CNC(=O)c2cc(S(=O)(=O)N3CCOCC3)ccc2N2CCCC2)c1,-0.1,-9,-5,0.8,1,-7,-5,-2,-3,0,2
COCCNC(=O)c1ccc(CS(=O)(=O)c2ccc(Cl)cc2)o1,-0.4,-9,-8,1.3,-3,-15,2,0,-9,-3,-2
Cc1nc2ccccn2c1-c1csc(Nc2ccc(C(=O)O)cc2)n1,0.0,4,-18,0.2,1,5,6,-1,-11,29,1
COc1ccc(-n2c(-c3ccc(Br)cc3)nc(=S)c3c2CCCC3)cc1,-4.7,1,-9,-1.3,3,4,5,0,17,4,-10
CCc1cc(C(=O)NNC(=S)Nc2cc(C)ccc2C)cs1,1.0,-4,-9,0.5,2,-16,-1,0,nt,5,-1
Cn1cc(CNCCN2CCCCC2=O)c(-c2cccc(Cl)c2)n1,-1.3,-1,-12,1.6,1,-18,-6,-4,-23,-2,-16
CCOc1ccc(Oc2c(/C=N/NC(N)=O)c(C)nn2-c2ccccc2)cc1,-0.7,9,-13,0.2,-3,-13,-17,-4,11,1,-7
Cc1cc(C(F)F)n2ncc(C(=O)N3CCC(C(N)=O)CC3)c2n1,0.0,-7,-2,-0.7,7,134,2,-1,-17,nt,-2
O=C(Nc1ccc2c(c1)OCCO2)C1CC(O)CN1C(=O)Nc1ccccc1 (centres undefined),1.1,-3,16,1.1,0,-8,1,-3,-10,0,-114
COC(=O)[C@@H](N)Cc1ccc(O)c(O)c1,0.7,19,6,-0.4,7,2,-2,-2,-13,nt,12
O=C(/C=C/c1ccccc1)NC(=S)Nc1ccccc1,-0.2,-4,16,2.2,-7,27,0,-6,-4,0,3

# (next part)
structure,LANA DNA inh,Rtt109 HAT inh,PvdQ inh,CDK5 inh,RTF Ca sens act,SUMO Mot1 rescue,dFosB activator,Keap1 Nrf2 FP,PfHsp90 yeast 2,NSD2 inh,RTF Ca sens inh
CCOc1ccc(S(=O)(=O)NCC(=O)OCc2nnc(-c3ccccc3)o2)cc1,0.7,-7,-8,0.5,3,-3,-4,0,-43,-1,1
O=C(C1CCCCC1)N1CCN=C1SCc1cccnc1,0.3,-2,-16,0.7,6,19,2,-3,-33,nt,-6
O=C(Cc1ccccc1)NCC(=O)OCC(=O)c1cccs1,0.9,1,-4,1.0,12,-10,2,0,nt,-1,6
CCN(CC)CCNC(=O)C(Cl)=C1C(Cl)=C(Cl)C(Cl)=C1Cl,-0.5,-3,-6,-0.6,-6,nt,1,2,2,19,-3
COc1ccc(N(CN2C(=O)C3C4C=CC(C4)C3C2=O)C(=O)c2ccco2)cc1 (centres undefined),-1.5,-6,-13,0.3,5,20,-2,-9,-10,-2,-4
CC1Cc2ccccc2N1Cc1cc(=O)c(OCC(=O)NCCc2ccccc2)co1 (centres undefined),-1.7,-4,2,-0.7,-3,nt,-14,3,1,2,-8
COc1cc(C(=O)OCC(=O)NC(=O)c2cccn2C)ccc1OC(F)F,1.7,4,-9,-1.1,2,nt,-7,1,nt,nt,1
C/C(=N\O)C(=O)NCCN(C)C,0.9,-9,-6,1.1,-5,31,2,1,-13,19,2
Nc1cccc(-n2nncc2-c2ccccc2)c1,-1.1,-3,1,-1.0,2,12,4,1,nt,0,1
COc1ccc(NC(=O)CN2CCN(c3c(C)cccc3C)CC2)cc1,-0.1,2,-11,-0.7,3,28,-12,-1,15,2,-10
O=S(=O)(c1ccccc1)c1nc(-c2ccc(F)cc2)oc1N1CCOCC1,-0.1,-2,-9,-1.1,-1,197,-9,-9,0,9,-14
NC(=O)C1=NOC(CNc2ncc(C(F)(F)F)cc2Cl)C1 (centres undefined),-4.2,14,8,1.0,0,6,-2,4,-6,-4,-11
Cc1ccc(NC(=O)CCc2c(C)nn(-c3ccc(N4CCOCC4)nn3)c2C)cc1C,0.3,-13,-12,-5.6,-2,236,-6,-3,-35,0,-8
